FUS suppressor: FUS proteinopathy suppression in yeast | S. cerevisiae FUS-expressing, growth rescue, OD600, 24 h | Potency, µM (highest dose often 76.6 µM), for the others: at the top dose growth rescue (activation), actives largely listed as activators | 390,000 tested, 0.24% active | AID 1347120;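 further: potency means the concentration at half of the fitted maximal effect; plate controls were DMSO vehicle for no effect and reference control for full effect; nearly all actives have a fitted effect of over 55% in size; some results filed as inactive show a strong effect at the top dose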
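Galactose (2%) drives FUS expression in yeast precultured in raffinose; seeding density OD 0.005. Test compounds incubated 24hr at 30C and 99% humidity before absorbance at 600 nm was measured.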
DRD3 agonist: agonists of human D3 dopamine receptor; P35462; D3R DiscoveRx beta-arrestin cells, luminescence, 90 min; max activation, %; 410,000 tested, 0.58% active; in the data active means max activation above about 30%; further: 0% is about no effect; mostly tested at two doses, the higher about 12 µM
Target sequence (P35462 whole entry, looked up): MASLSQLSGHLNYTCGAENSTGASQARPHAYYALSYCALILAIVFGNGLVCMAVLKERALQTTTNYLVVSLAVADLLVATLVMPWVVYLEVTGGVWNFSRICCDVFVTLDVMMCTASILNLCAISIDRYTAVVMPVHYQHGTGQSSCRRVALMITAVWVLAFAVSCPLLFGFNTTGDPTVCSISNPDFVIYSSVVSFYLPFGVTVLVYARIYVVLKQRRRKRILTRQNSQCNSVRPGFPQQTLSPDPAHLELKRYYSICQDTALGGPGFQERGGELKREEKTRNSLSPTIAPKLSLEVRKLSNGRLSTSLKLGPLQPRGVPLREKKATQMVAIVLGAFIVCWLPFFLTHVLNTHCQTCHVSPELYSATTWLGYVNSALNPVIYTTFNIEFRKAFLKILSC
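Agonist mode: compounds and dopamine controls were applied to plated cells for 90 min at 37 degrees C after an overnight attachment at 1500 cells/well. Luminescent read-out followed 30 - 60 minutes at room temperature with DiscoveRx detection reagent.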
TDP43 rescue: rescues yeast growth from TDP-43 toxicity | TDP-43 expressing yeast growth rescue, BacTiter-Glo, 24 h | Potency, µM (titrated, usually from 46.1 µM), inactives show at the highest dose growth rescue (activation), usual class: activators | 410,000 tested, 1.8% active | AID 652104; further: potency means the concentration at half of the fitted maximal effect; % of control where 0% means no effect; nearly all actives have a fitted effect of over 50% in size
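Galactose-induced TDP-43 yeast, OD600=0.02, compound pinned; 24 hr, 30 deg C; BacTiter-Glo luminescence for growth. Inhibitors of TDP-43 toxicity read as activators.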
Abeta yeast res: A-beta toxicity reversal in yeast | yeast expressing A-beta42, growth rescue, OD600, 48 h; response scale: 0% DMSO, 100% iron-clioquinol control | Potency, µM (top dose mostly 46.1 µM), without a hit: at the top dose growth rescue, hits mostly activators | 410,000 tested, 0.063% active; further: potency means the concentration at half of the fitted maximal effect; nearly all actives have a fitted effect of over 55% in size
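Yeast A-beta toxicity model in growth medium with pinned compounds, 48 h at 30 C; growth read as absorbance at 600 nm. Normalized to FeCl3/clioquinol equimolar mix (positive) and DMSO (negative).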
aSyn rescue: rescues yeast growth from alpha-synuclein toxicity | Yeast expressing alpha-synuclein, growth rescue, BacTiter-Glo, 24 h | Potency, µM (doses to about 46.1 µM), without a hit: at the highest dose growth rescue (activation), actives largely listed as activators | 370,000 tested, 0.14% active | AID 652106; further: potency means the concentration at half of the fitted maximal effect; % of control where 0% means no effect; nearly all actives have a fitted effect of over 65% in size
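Screening used galactose-induced yeast with toxic alpha-synuclein levels, exposed to compound for 24 hr at 30 deg C. Cell growth, read with BacTiter-Glo luminescence, gave the measured signal.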
DRD3 antagonist: antagonists of human D3 dopamine receptor; D3R cells, DiscoveRx beta-arrestin luminescence, antagonist mode; stronger effect = lower value; P35462; max response, negative = inhibition, %; 360,000 tested, 2.5% active; in the data active means max response below about -50%; inconclusive means no clear call, values can overlap the other calls; further: on the % scale 0 is the no-effect control and ±100 the full control effect; mostly tested at two doses, the higher about 12 µM
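Cells plated overnight at 1500 cells/well, then exposed to library compounds with dopamine controls for 90 minutes at 37 degrees C. DiscoveRx reagent added for 30–60 minutes at room temperature; luminescence read, quantitative HTS format.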
EPAC2 agonist: EPAC2 (human) agonism; 360,000 tested, 0.079% active; AID 720711; EPAC2 activation, biochemical qHTS; response scale: 100% = 6.5 mM cAMP response; Q8WZA2; Potency, µM (highest dose often 154 µM), for inactives: at the highest dose activation, usual class: activators; further: potency means the concentration at half of the fitted maximal effect; nearly all actives have a fitted effect of over 50% in size
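Exchange assay: 100 nM EPAC2 with 250 nM Rap1B-BODIPY-GDP and 50 uM GDP. Fluorescence (ex 480/em 540 nm) read every 5 min for 30 min at room temperature. Data normalized to 6.5 mM cAMP as agonist control.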
EPAC2 antag: blocks human EPAC2 exchange factor; Q8WZA2; EPAC2 GEF exchange of Rap1B-BODIPY-GDP, fluorescence; AID 720708; 360,000 tested, 0.18% active; Potency, µM (top dose mostly 114 µM), without a hit: at the top dose activity, negative = inhibition, usual class: inhibitors; further: potency means the concentration at half of the fitted maximal effect; on the % scale 0 is the no-effect control and ±100 the full control effect; nearly all actives have a fitted effect of over 45% in size; many of its hits are not listed in these tables
* hit, by the source's call; u = inconclusive; x = not tested or not shown; [ ] = another dose, or the depositor's remark. Unless noted, the call rests on the fitted dose curve; in most records, active means well fitted curve in the direction sought with a large enough effect; inconclusive means small, poorly fitted or top-dose-only effect, or another doubt; inactive means no such curve, though single readings can be large; an effect the other way counts as inactive or inconclusive.

Screens in order: FUS suppressor	EPAC2 agonist	TDP43 rescue	EPAC2 antag	Abeta yeast res	DRD3 agonist	aSyn rescue	DRD3 antagonist
[1] COc1ccc(OC)c(CN2C(=O)c3ccccc3C2C(=O)NCC2CCCO2)c1 (stereo unspecified)
    -1%	-3%	5%	1%	1%	9	1%	1
[2] COC(=O)c1cc2sc(C)cc2n1Cc1ccc(F)cc1Cl
    -25%	x	6%	x	-4%	7	x	x
[3] CN1CCN(C(=O)CCN2C(=O)/C(=C\c3ccc(Cl)cc3Cl)SC2=S)CC1
    41%	23%	0%	-9%	-30%	-9	12%	u
[4] COc1ccc(-n2nc(C(=O)NCC(=O)N3CCC(C)CC3)c3ccccc3c2=O)cc1
    9%	10%	-10%	u	-16%	-4	-3%	-30
[5] S=C(NCc1ccco1)N1CCN(Cc2ccc(Cl)cc2Cl)CC1
    9%	-22%	-14%	10%[57.1 µM]	27%	-11	14%	-20
[6] CCN(CC)S(=O)(=O)c1cccc(-c2nn(-c3ccccc3)cc2/C=C(\C#N)C(=O)NCc2ccco2)c1
    x	8%	-4%	3%	-7%	1	7%	14
[7] O=C(Nc1cc(Cl)cc(Cl)c1)c1ccc(F)c(S(=O)(=O)N2CCN(c3ccccc3F)CC2)c1
    3%	x	6%	x	-10%	2	x	x
[8] COc1ccc(CCNC(=S)N2CCN(S(=O)(=O)c3cccc(F)c3)CC2)cc1
    6%	-4%	2%	4%	-11%	0	-5%	-13
[9] Cc1ccc2c(c1)-c1onc(C(=O)N3CCN(c4cc(Cl)ccc4C)CC3)c1CO2
    -13%	x	19%	x	8%	3	-2%	x
[10] Cc1cccc(NC(=O)N2CCC(CN3CCC(C)CC3)CC2)c1C
    -1%	x	-15%	x	-4%	-18	x	x
[11] CCOCCCNC(=O)C(c1ccccc1)N(Cc1cccs1)C(=O)CNC(C)=O (stereo unspecified)
    x	4%	13%	0%	-2%	-3	-3%	-2
[12] O=C(Nc1ccn(Cc2c(F)c(F)c(F)c(F)c2F)n1)c1ccc(COc2ccccc2Cl)cc1
    21%	11%	-2%	-4%	15%	10	-1%	39
[13] N/C(Cc1cccc2ccccc12)=N\OC(=O)COc1ccccc1
    x	1%	22µM*	1%	17%	-6	-24%	3
[14] O=c1c2ccccc2sn1-c1ccc(F)cc1
    -23%	9%	-93%[inhibitor]	-7%	-85%[inhibitor]	-23	-72%[inhibitor]	-54*
[15] Cc1ccc(C(=O)NC2CC3CCC(C2)N3C)cc1 (stereo unspecified)
    -14%	3%	5%	10%	-4%	-3	-1%	-2
[16] C=CCNC(=O)/C(=C\c1ccc2c(c1)OCO2)NC(=O)c1ccc(Br)cc1
    x	14%	-1%	-2%	-13%	-2	-1%	-9
[17] N#Cc1cccc(NC(=O)c2cc(C3CCCCN3C(=O)CCCc3ccccc3)on2)c1 (stereo unspecified)
    u	8%	29%	2%	0%	-8	1%	1
[18] COc1ccc(-c2cc(C(=O)Oc3ccccc3)c3cc(C)ccc3n2)cc1
    43%	x	-1%	x	0%	5	x	x
[19] COc1ccc(NC(=O)c2ccc([N+](=O)[O-])o2)cc1
    25%	-2%	0%[1.82 µM]	6%	-62%[inhibitor]	-10	-33%[inhibitor]	-9
[20] O=C(COC(=O)c1cc(Cl)nc(Cl)c1)NCc1ccc2c(c1)OCO2
    -5%	12%	6%	-10%	-1%	16	-3%[1.84 µM]	-3
[21] O=C(NCc1cccc(C(F)(F)F)c1)C1CC(c2cccc(F)c2)=NO1 (stereo unspecified)
    -10%	6%	-5%	-1%	3%	13	19%	17
[22] COc1ccc(CCNC(=O)Cc2ccc(NC(=O)N3CCSc4ncccc43)cc2)cc1OC
    15%	x	0%	x	-11%	5	x	x
[23] O=C(O)c1c2c(nc3ccc(S(=O)(=O)N4CCC(C(=O)NC5CCCC5)CC4)cc13)CCCCC2
    -12%	18%	16%	0%	-3%	-1	-3%	u
[24] Cc1nnc(NC(=O)NCN2C(=O)C3C4C=CC(C4)C3C2=O)s1 (stereo unspecified)
    -6%	-1%	-6%	5%	16%	1	-2%	18
[25] O=C(O)/C=C/C(=O)NCc1ccccc1
    -15%	-1%	6%	4%	-7%	6	-16%	17
[26] CN(C)CCCNc1cc(C(C)(C)C)nc2c(-c3ccccc3)cnn12
    22%	8%	-11%[1.82 µM]	-7%	-21%	-15	-8%	0
[27] CC(C)(C)NC(=O)CN(C(=O)Cn1nnc(-c2ccc(Cl)cc2)n1)C1CCN(Cc2ccccc2)CC1
    48%	7%	2%	-7%	1%	0	u	-24
[28] C=C1CCC[C@]2(C)C[C@H]3OC(=O)C(CNC(CC)CO)[C@H]3CC12 (stereo partly specified)
    24%	24%	7%	-3%	-14%	-16	-21%	0
[29] CCOc1ccccc1NC(=O)C(=O)NCC(c1cccnc1)N1CCN(c2ccccc2)CC1 (stereo unspecified)
    0%	x	15%	x	6%	0	x	x
[30] O=c1[nH]c(-c2ccccc2)c(-c2ccccc2)nc1[N+](=O)[O-]
    -3%	6%	12%	-18%	7%	2	-32%[inhibitor]	-6

Eleven compounds already listed, arranged by molar mass, largest number first:
Screens in order: FUS suppressor	EPAC2 agonist	TDP43 rescue	EPAC2 antag	Abeta yeast res	DRD3 agonist	aSyn rescue	DRD3 antagonist
[11] CCOCCCNC(=O)C(c1ccccc1)N(Cc1cccs1)C(=O)CNC(C)=O (stereo unspecified)
    x	4%	13%	0%	-2%	-3	-3%	-2
[16] C=CCNC(=O)/C(=C\c1ccc2c(c1)OCO2)NC(=O)c1ccc(Br)cc1
    x	14%	-1%	-2%	-13%	-2	-1%	-9
[1] COc1ccc(OC)c(CN2C(=O)c3ccccc3C2C(=O)NCC2CCCO2)c1 (stereo unspecified)
    -1%	-3%	5%	1%	1%	9	1%	1
[18] COc1ccc(-c2cc(C(=O)Oc3ccccc3)c3cc(C)ccc3n2)cc1
    43%	x	-1%	x	0%	5	x	x
[26] CN(C)CCCNc1cc(C(C)(C)C)nc2c(-c3ccccc3)cnn12
    22%	8%	-11%[1.82 µM]	-7%	-21%	-15	-8%	0
[2] COC(=O)c1cc2sc(C)cc2n1Cc1ccc(F)cc1Cl
    -25%	x	6%	x	-4%	7	x	x
[13] N/C(Cc1cccc2ccccc12)=N\OC(=O)COc1ccccc1
    x	1%	22µM*	1%	17%	-6	-24%	3
[28] C=C1CCC[C@]2(C)C[C@H]3OC(=O)C(CNC(CC)CO)[C@H]3CC12 (stereo partly specified)
    24%	24%	7%	-3%	-14%	-16	-21%	0
[19] COc1ccc(NC(=O)c2ccc([N+](=O)[O-])o2)cc1
    25%	-2%	0%[1.82 µM]	6%	-62%[inhibitor]	-10	-33%[inhibitor]	-9
[15] Cc1ccc(C(=O)NC2CC3CCC(C2)N3C)cc1 (stereo unspecified)
    -14%	3%	5%	10%	-4%	-3	-1%	-2
[25] O=C(O)/C=C/C(=O)NCc1ccccc1
    -15%	-1%	6%	4%	-7%	6	-16%	17

The list continues:
Screens in order: FUS suppressor	EPAC2 agonist	TDP43 rescue	EPAC2 antag	Abeta yeast res	DRD3 agonist	aSyn rescue	DRD3 antagonist
[31] O=C(C1CCCCC1)N1CCc2[nH]c3ccc(F)cc3c2C1
    -22%	-2%	23%	-20%	17%	-6	11%	-12
[32] COc1cc2[nH]c(=S)n(C3CCN(Cc4ccccc4)CC3)c(=O)c2cc1OC
    11%	-1%	6%[9.22 µM]	4%	3%	-13	3%	-18
[33] Cc1cc(C)cc(C(=O)Nc2ccncc2)c1
    -6%	13%	2%	-2%	-15%	0	0%	-12
[34] c1ccc(Cn2nnc3c(NCc4ccc5c(c4)OCO5)nc(C4CC4)nc32)cc1
    14%	-15%	-3%	1%	1%	-1	1%	-3
[35] CCOC(=O)c1ccc(NC(=S)N(Cc2cccnc2)Cc2ccco2)cc1
    3%	-1%	u	-13%	-51%[inhibitor]	0	27%	-7
[36] O=C(O)CCCC(=O)Nc1ccc(S(=O)(=O)Nc2nccs2)cc1
    11%	11%	-9%	1%	-14%	-8	8%	7
[37] CCn1c(SCc2nc3ccccc3[nH]2)nnc1-c1ccc(OC)cc1
    23%	-5%	-12%	8%	11%	0	-13%	19
[38] COc1ccccc1-n1c(SCC(=O)Nc2nnc(C)s2)nc2c(c1=O)SCC2
    32%	1%	-18%	2%	7%	10	-2%	18
[39] Cc1ccccc1Cn1c(SCc2ccc(C(=O)NCc3cccs3)cc2)nc2ccncc21
    22%	x	-5%	x	-19%	-13	x	x
[40] Cc1nc(CSc2ccc(Cl)cc2)cc(N2CC(C)OC(C)C2)n1 (stereo unspecified)
    3%	-1%	13%	-2%	10%	-5	2%	10
[41] NS(=O)(=O)c1ccc(CNc2ccc3ccccc3n2)cc1
    -11%	7%	-17%	3%	-10%	9	-4%	-15
[42] O=C(C1=COCCO1)N1CCN(c2nc3ccc([N+](=O)[O-])cc3s2)CC1
    -4%	1%	19%	6%	-5%	17	2%	8
[43] Cc1ccc(S(=O)(=O)c2c(C)cc(C)nc2N2CCOCC2)cc1
    5%	-2%	-18%	-1%	1%	4	5%	6
[44] Cn1c(=O)n(CCc2ccccc2)c(=O)c2c1nc1n2CCN1c1ccc(Cl)cc1
    -16%	x	11%	x	-10%	6	x	x
[45] COc1ccc(Cn2ccc3nc(C)c(C(=O)Nc4ccc(OC)cc4OC)cc3c2=O)cc1
    9%	x	-1%	x	-8%	-5	x	x
[46] O=C(Nc1ccc(C(=O)NCCCN2CCN(c3ccc(F)cc3)CC2)cc1)C1=CSCCO1
    u	4%	-15%	5%	-13%	-22	1%	-92*
[47] CCc1nnc(NC(=O)CSc2nnc(-c3cc4ccccc4cc3O)n2CCOC)s1
    10%	9%	0%	-5%	18%	-6	-2%	-10
[48] Cc1cc(C(F)(F)F)cc(NNC(=O)NC(=O)c2ccccc2Cl)n1
    3%	4%	14%	24%	9%	5	-11%	44
[49] Nc1ccn([C@@H]2O[C@H](C(=O)N3CCSC3)[C@@H](O)[C@H]2O)c(=O)n1
    -26%	7%	18%	2%	-17%	1	-2%	-17
[50] COc1cccc(OCC(=O)Nc2ccccc2-c2ccccc2)c1
    -8%	8%	-11%	u	-14%	11	9%	15
[51] COC(=O)c1ccc(NC(C(=O)OC)C(C)C)c([N+](=O)[O-])c1 (stereo unspecified)
    x	0%	12%	3%	-17%	-1	13%	-3

Screens: PubChem BioAssay, National Center for Advancing Translational Sciences (NCATS)

The list is partial (hit frequency here may not be typical).
